M1 PAM parental – nonselective calcium activators in parental CHO-K1 cells, primary screen, counter-screen for M1 PAM project, cell-based, Fluo-8 calcium fluorescence, full deck, 1536-well; ATP EC20; 0% at ATP EC20, 100% at ATP max; AID 602247, 2012; activation, % at 3 µM; 0.02% of 360,000 active;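 active = activation above the run cutoff, the mean activation of all test compounds plus 3 SD, cut at about 40% in these data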;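 note: peak over basal fluorescence ratio in a 140 s read after ATP addition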
GPR7 antagonist – GPR7 receptor antagonists, primary screen, cell-based, fluorescence, single concentration; Neuropeptides B/W receptor type 1 (Homo sapiens), P48145; GPR7-expressing cells, fluorescence antagonist assay; inhibition, % at 4.4 µM; 1.1% of 290,000 active; in the data active = inhibition above about 16%, passing the limit was not always enough;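 note: cells stimulated with the agonist NPW; 0% = agonist with vehicle and 100% = vehicle without agonist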
Target sequence (P48145 whole entry, looked up): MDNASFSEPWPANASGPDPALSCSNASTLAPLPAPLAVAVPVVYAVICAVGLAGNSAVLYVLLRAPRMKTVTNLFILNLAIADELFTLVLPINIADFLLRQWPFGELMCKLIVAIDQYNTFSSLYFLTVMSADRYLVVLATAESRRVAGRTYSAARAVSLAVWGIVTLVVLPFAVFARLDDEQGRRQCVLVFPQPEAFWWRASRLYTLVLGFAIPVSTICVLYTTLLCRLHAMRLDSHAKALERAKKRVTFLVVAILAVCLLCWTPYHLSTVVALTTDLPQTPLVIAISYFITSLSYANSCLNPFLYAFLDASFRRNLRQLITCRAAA
OXTR potentiate – human OXTR potentiators, primary screen, fluorescence, CHO-OTR cells, Fluo-8 calcium; AID 2445, 2010; Fluo-8 calcium fluorescence, potentiator mode; 0% = oxytocin EC15, 100% = EC100; activation, % at 3 µM; Oxytocin receptor (Homo sapiens), P30559; 0.061% of 320,000 active;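 active = activation above that plate's cutoff, the mean activation of tested compounds plus 3 SD, cut at about 6.6% in these data, passing the limit was not always enough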;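 note: 100% uses oxytocin at 75 nM as the full agonist control; some results filed as inactive read as strong as hits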
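System: human OTR in CHO cells / Also added: sub-maximal oxytocin, roughly EC15 / Control set: EC15 oxytocin low, 75 nM oxytocin high / Schedule: 6 min compound pre-incubation at room temperature, 100 s kinetic read / Compound: single-point 3.0 µM / Replication: singlicate / Technique: Fluo-8 calcium dye fluorescence / Read-out basis: % activation of max/min ratio relative to oxytocin controls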
M1 ag parental – counter-screen for M1 agonists: effect in parental CHO-K1 cells; Fluo-8 calcium fluorescence; scaled to maximal ATP response, vehicle zero; activation, % at 3 µM; 0.48% of 360,000 active; AID 602248, 2012; in the data active = activation above about 15%;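 note: untransfected CHO-K1 host cells lacking M1 receptor as counterscreen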
CHO parental Ca – ATP-evoked calcium signal inhibitors, parental CHO, primary screen, counter-screen for OX1R antagonist project, cell-based, fluorescence, Fluo-8 calcium dye; 0.63% of 330,000 active; AID 463079, 2010; inhibition, % at 5.6 µM; parental CHO-K1, ATP-induced calcium, Fluo-8 fluorescence;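 active = inhibition above that plate's mean sample inhibition plus 3 SD, cut at about 26% in these data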;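 note: 0% = ATP-challenged DMSO wells and 100% = DMSO wells without ATP; some compounds past the cut are filed as inactive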
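Assay system – parental CHO cells · Reagent – ATP stimulus · Detection – intracellular calcium via Fluo-8 no-wash fluorescent dye · Evaluation – percent inhibition of ATP-evoked calcium rise, normalized to controls · Controls – ATP wells versus no-ATP DMSO wells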
TAAR1 antagonist – human TAAR1 antagonists, primary screen, Fluo-8 calcium fluorescence, CHO RD-HGA16 cells; Trace amine-associated receptor 1 (Homo sapiens), Q96RJ0; antagonist; inhibition, % at 3 µM; 1.5% of 360,000 active; AID 624466, 2012;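 active = inhibition above a per-plate cutoff, the mean inhibition of test compounds on that plate plus 3 SD, cut at about 49% in these data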;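 note: 0% = DMSO plus EC80 beta-PEA response and 100% = DMSO alone without agonist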
Target sequence (Q96RJ0 whole entry, looked up): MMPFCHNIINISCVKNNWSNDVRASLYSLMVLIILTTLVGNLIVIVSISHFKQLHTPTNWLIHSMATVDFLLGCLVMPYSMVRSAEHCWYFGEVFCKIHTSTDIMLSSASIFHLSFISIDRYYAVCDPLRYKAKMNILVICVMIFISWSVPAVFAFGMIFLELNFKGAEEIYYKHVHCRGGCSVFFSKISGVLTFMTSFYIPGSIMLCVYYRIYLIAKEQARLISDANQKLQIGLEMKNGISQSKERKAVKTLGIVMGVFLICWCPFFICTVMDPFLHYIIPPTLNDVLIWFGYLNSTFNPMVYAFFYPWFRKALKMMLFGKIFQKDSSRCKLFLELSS
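Material: CHO RD-HGA16 cells bearing hTAAR1; compound dosing: one-point dosing, 3 µM nominal final; schedule: dye loading 75 min at 37 °C, then 30 min room temperature; measured by: calcium fluorescence with Fluo-8; control set: vehicle and agonist controls; replication: n of 1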
V1R ag counter – agonists of human V1a receptor, primary screen, counter-screen for OXTR agonist project, fluorescence, CHO-V1R cells. Fluo-8 calcium fluorescence, agonist mode; 0% DMSO, 100% 3 nM vasopressin. activation, % at 3 µM. 0.25% of 320,000 active;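 active = activation above the mean activation of all tested compounds plus 3 SD, per screening run, cut at about 20% in these data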;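 note: signal is peak over basal fluorescence ratio across a 100 second FLIPR read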
Target sequence (P37288 whole entry, looked up): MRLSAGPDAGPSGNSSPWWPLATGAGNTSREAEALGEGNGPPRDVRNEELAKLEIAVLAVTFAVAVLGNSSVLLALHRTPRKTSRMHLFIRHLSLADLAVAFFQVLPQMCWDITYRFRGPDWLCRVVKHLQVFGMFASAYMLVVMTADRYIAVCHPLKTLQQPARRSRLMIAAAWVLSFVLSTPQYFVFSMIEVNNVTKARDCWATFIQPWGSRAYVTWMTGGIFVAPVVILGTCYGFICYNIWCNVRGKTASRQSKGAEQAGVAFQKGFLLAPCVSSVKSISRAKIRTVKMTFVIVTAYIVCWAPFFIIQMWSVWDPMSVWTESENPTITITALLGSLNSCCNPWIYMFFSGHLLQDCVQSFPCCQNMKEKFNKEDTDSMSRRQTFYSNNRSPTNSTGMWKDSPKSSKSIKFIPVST
CHO-K1 Ca antag – nonselective inhibitor or artifact in parental CHO-K1 cells; ATP-induced calcium, Fluo-8 fluorescence; 0.6% of 360,000 active; AID 602250; inhibition, % at 3 µM;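 active = inhibition above a per-plate cutoff, the plate's mean sample inhibition plus 3 SD, cut at about 24% in these data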;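 note: 0% = DMSO plus EC80 ATP and 100% = DMSO alone without ATP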
OXTR ag – human OXTR agonists, primary screen, fluorescence, CHO-OTR cells, Fluo-8 calcium. Fluo-8 calcium fluorescence; normalized: DMSO 0%, oxytocin 100%. activation, % at 3 µM. 0.32% of 320,000 active. AID 2435, 2010;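 active = activation above the mean of all tested compounds plus 3 SD, cutoff set per screening run, cut at about 20% in these data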;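 note: peak over basal fluorescence ratio from a 100 s FLIPR kinetic read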
Numbers without * were called inactive; . = no result given.

The line under a structure holds: TAAR1 antagonist	GPR7 antagonist	OXTR potentiate	M1 ag parental	M1 PAM parental	V1R ag counter	CHO parental Ca	CHO-K1 Ca antag	OXTR ag
CNC(=S)Nc1ccc2[nH]c(=O)[nH]c2c1
 : -26	-14	8	-0.4	-16	-0.1	-7	3	1.1
COc1ccc(/C=N/NC(=O)c2ccn[nH]2)cc1COc1ccc([N+](=O)[O-])c(C)c1
 : 40	11	-6	0.8	12	-0.7	-27	-9	-1.5
CCCCn1c(SCC2CCCCO2)nc2cc(S(N)(=O)=O)ccc21 (stereo not drawn)
 : 6	-3	0	0.1	8	0.2	-9	-3	0.1
C/C(=N/N1CCN(c2ccccn2)CC1)c1cccc([N+](=O)[O-])c1
 : -16	-10	-9	0.5	9	0.3	-5	-6	-0.6
O=[N+]([O-])c1ccc(/C=N/Nc2nc(NCc3ccccc3)nc(N3CCOCC3)n2)cc1
 : -1	0	2	-0.1	16	-1.0	-26	-17	-2.2
Cc1ccc(C)c(N2C(=O)C3C4C=CC(CC4)C3C2=O)c1 (stereo not drawn)
 : -31	-16	3	0.5	12	0.5	-10	-5	-0.4
Cc1nc2ccccc2cc1OCc1ccccc1
 : 12	-3	-6	5.2	12	2.8	37*	15	5.2
CC(=O)NCCc1ccc(C(=O)COC(=O)C2CCCCC2)cc1
 : -2	.	-3	0.6	11	1.4	-2	-11	1.4
O=S(=O)(NC1=NCCCCCC1)c1cccs1
 : -4	-14	0	0.1	16	0.2	1	-16	-0.8
C=CCOc1ccc(/C=C2/C(=N)N3N=C(CC(=O)N4CCCC4)SC3=NC2=O)cc1OC
 : -9	1	-2	0.0	6	0.1	-6	-4	-0.1
CCCCC(=O)NC(=S)NNC(=O)CC#N
 : 4	-1	0	0.1	-3	0.2	4	-17	-0.2
Cc1ccc(F)cc1NC(=O)N1CCN(C2c3ccccc3-c3ccccc32)CC1
 : 10	5	-11	1.4	8	5.8	-24	-3	5.5
CCOC(=O)c1c(C)[nH]c(=S)c(C#N)c1-c1ccc(OC)cc1
 : 0	-9	-8	0.4	13	-0.7	-15	-10	-1.1
CN(C)C(=O)c1snnc1-c1ccccc1
 : -1	-7	-1	-0.3	5	0.5	-6	-1	-0.1
Cc1cc(Nc2ccc(F)c(Cl)c2)n2ncnc2n1
 : -20	-4	1	1.9	18	-0.3	-5	-2	0.0
Cc1c([N+](=O)[O-])c(C(=O)NC2CCCC2)nn1C
 : -17	-8	.	0.1	-10	.	.	1	.
O=C(Nc1cccc(C(F)(F)F)c1)c1c(O)c2ccccc2[nH]c1=O
 : .	11	-2	0.3	-9	1.1	-5	3	0.3
COc1ccc(C(CNC(=O)c2ccc(OCc3c(C)noc3C)cc2)N2CCCC2)cc1 (stereo not drawn)
 : -14	.	-8	1.9	17	1.0	-8	-12	4.7
CCCc1ccc(C(O)c2ncc(-c3ccccc3C)[nH]2)cc1 (stereo not drawn)
 : -1	.	.	0.3	-5	.	.	-2	.
Cc1nc(S(=O)(=O)c2ccc(Cl)cc2)nc2c1CCC2
 : -12	8	-22	1.0	29	2.0	-12	-11	-0.6
CCOc1ccc(N(C(=O)/C=C/C(=O)Nc2cc(C)on2)C(C(=O)NC2CCCC2)c2ccccc2C)cc1 (stereo not drawn)
 : -15	-2	-4	-0.3	-1	-0.6	-21	-1	-1.3
O=C(Cc1ccsc1)NCc1ccccc1F
 : -14	-8	-12	0.7	4	3.8	-3	-10	-1.2
Cc1ccc(C2=NOC(C)(c3nnc(Cc4ccccc4)o3)C2)cc1 (stereo not drawn)
 : 5	.	5	0.9	5	0.5	-17	-13	-0.3
CCOC(=O)C1(CCOC)CCN(Cc2nc(C(C)C)cs2)CC1
 : -5	1	-11	2.3	8	0.2	-15	-15	1.5
NC(=S)N/N=C/c1ccccc1
 : -5	-4	-11	0.3	7	-0.9	-3	-1	-1.4
O=C(c1cc2ccccc2o1)N1CCN(C/C=C/c2ccccc2)CC1
 : -23	29*	-7	3.1	6	4.4	-4	-4	1.9
CC1(c2nnnn2-c2ccc3c(c2)OCCO3)CCC(=O)N1Cc1cccnc1 (stereo not drawn)
 : -10	.	.	-0.3	6	.	.	2	.
Cc1ccc2nc(-c3cccc(N)c3)oc2c1
 : 7	-10	-4	-0.3	-6	0.0	-6	3	0.3
COc1ccc(NC(=O)CSc2nc3ccccc3nc2N2CCOCC2)c(OC)c1
 : 0	-8	2	-0.3	2	-1.5	-28	9	-2.2
COc1ccc(NC(=O)COC(=O)c2ccc3c(c2)OCO3)c(OC)c1
 : -4	.	-9	0.6	11	0.8	-19	-1	0.6
COCCN1C(=O)N[C@@H](c2cccc(C(F)(F)F)c2)[C@H](C(C)=O)[C@H]1C
 : 10	.	-7	0.3	3	0.5	-10	-6	-0.1
CCOc1ccc(CC2c3cc(OCC)c(OCC)cc3CCN2C(=O)c2cc(OC)c(OC)c(OC)c2)cc1OCC (stereo not drawn)
 : 2	-10	-1	-0.1	10	0.2	-4	-12	-0.2
CCOC(=O)C1CCCN(C(=O)c2ccc(OC)cc2OC)CC1 (stereo not drawn)
 : -14	.	.	0.6	25	.	.	-15	.
O=C(CCc1nc(-c2ccccc2Cl)no1)Nc1cccnc1
 : -11	6	-16	7.8	18	6.6	1	-20	5.8
CCN1C(=O)[C@H]2[C@@H](c3ccc(OC)cc3)N[C@]3(CCCN(Cc4ccccc4)C3=O)[C@H]2C1=O
 : 1	.	.	0.5	8	.	.	-4	.
Cc1ccc(N2CCN(S(=O)(=O)N3CCCCC3)CC2)cc1C
 : -6	-1	-21	2.5	14	2.0	-7	-9	0.2
COc1cccc(-c2csc(N3CCN(C(=O)Nc4ccc(F)cc4)CC3)n2)c1
 : 79*	-1	-18	2.0	-4	5.3	13	12	4.0
COCCn1c(=O)c2c(nc3n2CC(C)CN3Cc2ccccc2)n(C)c1=O (stereo not drawn)
 : 10	-9	-20	0.3	-4	0.1	-13	-13	-1.6
Cc1ccc(C)c(NC(=O)CN(C)C(=O)c2cc3ccccc3oc2=O)c1
 : -11	.	-2	0.3	9	0.3	-13	-12	0.7
COc1cccc(C(=O)Nc2ccc(C(=O)NCC3CCCO3)cc2)c1 (stereo not drawn)
 : -22	.	-3	0.2	4	-1.1	5	0	0.9
Cc1ccc([N+](=O)[O-])cc1S(=O)(=O)NCCc1c(C)[nH]c2ccccc12
 : 26	2	-12	2.5	27	7.9	3	1	2.5
CCOC(=O)C1CCN(C(=O)c2cc(-c3ccncc3)nc3ccccc23)CC1
 : 48	.	-1	5.9	3	1.6	-11	-13	-0.1
O=c1c2ccccc2c(/C=N/NS(=O)(=O)c2ccccc2)c(O)n1-c1ccccn1
 : 14	-7	-1	1.7	8	1.8	-7	6	2.0
CC(=O)Nc1ccc(C(=O)COC(=O)Cc2ccsc2)c(F)c1
 : 2	.	-3	1.6	-1	3.5	-6	-10	6.2
CCC1C=C(c2ccccc2)C=CN=C1N(CC)CC (stereo not drawn)
 : -5	-2	0	1.1	18	1.4	-11	-8	0.4

Structures listed above that bear a hit mark in GPR7 antagonist.
SMILES	TAAR1 antagonist	GPR7 antagonist	OXTR potentiate
O=C(c1cc2ccccc2o1)N1CCN(C/C=C/c2ccccc2)CC1	-23	29*	-7

The listing continues.
The line under a structure holds: TAAR1 antagonist	GPR7 antagonist	OXTR potentiate	M1 ag parental	M1 PAM parental	V1R ag counter	CHO parental Ca	CHO-K1 Ca antag	OXTR ag
O=C(N/N=C/c1cccnc1)c1cc(-c2ccc(Br)cc2)nc2ccccc12
 : 36	-16	.	0.5	16	.	.	-5	.
CCc1cc(=O)oc2cc(OCc3ccc(C(=O)O)o3)ccc12
 : -4	-4	-7	0.2	2	0.7	5	-5	1.3
CC(C)Cn1cnc2c(Sc3c([N+](=O)[O-])ncn3C)nc(N)nc21
 : -18	.	.	0.5	7	.	.	3	.
Cc1ccc(N2CC(NS(=O)(=O)c3cccnc3)CC2=O)cc1 (stereo not drawn)
 : 3	.	-5	0.7	12	3.4	-3	-6	-0.7
Cc1cccc(C)c1NC(=O)NNC(=O)c1cc(C(C)(C)C)nn1Cc1ccccc1
 : -28	-11	-9	-0.3	-25	0.5	-9	14	-2.0
O=C(O)c1cccc2sc3cc(Cl)ccc3c(=O)c12
 : 18	.	-5	1.0	30	0.3	-1	-17	-0.2
Cc1ccc(S(=O)(=O)N(C)C)cc1NC(=O)COC(=O)c1ccc2c(c1)NC(=O)CS2
 : -9	-15	-5	3.8	18	1.3	-9	-11	1.4
CC(C)c1ccc(/C=C2\SC(=S)N(CCC(=O)NCCCn3ccnc3)C2=O)cc1
 : -9	-8	-13	5.8	15	-0.8	-26	-10	0.2
COc1ccccc1NC(=O)Cc1nn(C)c(=O)c2ccccc12
 : .	-4	-22	7.8	-7	9.4	14	12	10
COc1ccc(/C=C/C(=O)NCc2c(C)nn(C)c2C)cc1COc1ccc(Br)cc1
 : 6	3	-2	1.7	19	1.3	4	-36	1.5
COCC(C)NS(=O)(=O)c1ccccc1 (stereo not drawn)
 : 17	9	-10	3.2	3	0.3	-6	6	-0.2
COc1ccc(CCNC(=O)c2ccc(Br)cc2)cc1
 : -6	6	.	1.8	2	.	.	-7	.
Cc1ccccc1NC(=O)C1C2/C=C\CCCCC21 (stereo not drawn)
 : -18	-9	0	4.5	24	-0.8	-8	-3	-2.8
O=S(=O)(NCC(c1cccnc1)N1CCN(c2ccccc2F)CC1)c1cccs1 (stereo not drawn)
 : -3	2	-5	1.0	22	0.1	-20	-12	-0.3
C=CCN(c1ccccc1)S(=O)(=O)c1ccc(Cl)c(C(=O)OCC(=O)N(C)C2CCS(=O)(=O)C2)c1 (stereo not drawn)
 : -9	-14	-6	0.5	20	-0.7	-4	-15	-2.0
NC(=Nc1ccccc1)NC(=O)c1nc(Cl)c(N)nc1N
 : 5	.	-12	0.2	16	0.0	-2	-5	0.2
CCOC(=O)c1c(NC(=O)c2ccco2)sc2c1CCCCC2
 : -21	-1	-4	0.6	-7	0.0	-34	-14	0.5

Taken from above:
CC(C)c1ccc(/C=C2\SC(=S)N(CCC(=O)NCCCn3ccnc3)C2=O)cc1 in GPR7 antagonist shows -8
COc1ccc(CCNC(=O)c2ccc(Br)cc2)cc1 in M1 ag parental shows 1.8

From PubChem
